KAT2A inh: GCN5L2 (KAT2A) acetyltransferase inhibition; GCN5L2 HAT assay, ThioGlo1 CoA-SH fluorescence; hit rate 0.21% among 390,000; AID 504327; Q92830; Potency, µM (doses to about 58.9 µM), without a hit: at the top dose activity change, negative = inhibition, most hits filed as inhibitors
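Enzyme at 20nM final was mixed with library compounds for 15 min at room temperature. Peptide H3(1-25) at 75uM, acetyl-CoA at 70uM and ThioGlo1 at 50uM were then added. Plates were read immediately and after 20 min (Ex340nm/Em540nm).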
FEN1 inh: blocks human flap endonuclease 1; P39748; Recombinant FEN1 flap cleavage, fluorescence, 15 min; Potency, µM (highest dose often 114 µM), without a hit: at the top dose activity change, negative = inhibition, hits mostly inhibitors; hit rate 0.35% among 390,000; note: nearly all actives have a fitted effect of over 65% in size
Target sequence (P39748 whole entry, looked up): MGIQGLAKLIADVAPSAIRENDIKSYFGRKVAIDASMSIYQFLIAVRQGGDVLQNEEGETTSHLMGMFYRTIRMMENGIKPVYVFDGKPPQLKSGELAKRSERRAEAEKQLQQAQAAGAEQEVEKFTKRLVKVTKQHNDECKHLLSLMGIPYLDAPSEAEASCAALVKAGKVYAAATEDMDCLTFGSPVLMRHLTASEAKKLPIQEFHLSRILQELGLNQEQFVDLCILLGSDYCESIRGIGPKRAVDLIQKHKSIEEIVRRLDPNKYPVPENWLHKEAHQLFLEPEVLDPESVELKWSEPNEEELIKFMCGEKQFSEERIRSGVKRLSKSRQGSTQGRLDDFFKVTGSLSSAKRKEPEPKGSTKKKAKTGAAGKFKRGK
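Quantitative HTS format: each compound was titrated, incubated with 10 nM nuclease for 15 min at room temperature, then challenged with flap substrate at 50 nM final. Signal change over 15 min gave concentration–effect curves.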
N370S GC: inhibits or activates N370S mutant glucocerebrosidase; hit rate 0.092% among 330,000; P04062; Potency, µM (doses to about 59.4 µM), for the others: top-dose activity change, negative = inhibition, usual class: inhibitors; N370S GC spleen homogenate, 4MU-glucoside fluorescence; AID 2101;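 note: 0% = full enzyme activity and -100% = no enzyme basal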
Numbers without * were called inactive; ? = inconclusive; / = no result given; & = joins results of further samples; [ ] = dose if it differs, or a comment. Calls come from the whole dose curve; as a rule, active = well fitted curve in the direction sought with a large enough effect; inconclusive = small, poorly fitted or top-dose-only effect, or another doubt; inactive = no such curve, though single readings can be large; an effect the other way counts as inactive or inconclusive. Unless noted, % is set by controls: 0 for no effect and ±100 for the full control effect; potency is the fitted concentration of half-maximal effect.

SMILES	KAT2A inh	FEN1 inh	N370S GC
COc1ccc(S(=O)(=O)N2CCOCC2)cc1NC(=O)c1ccc(OC(F)F)cc1	-5.9%	-2.3%	-23.6%
O=C(OCC(=O)N1CCC(Cc2ccccc2)CC1)c1ccccc1F	-1.7%	-26.0%	/
COn1c(SC2CCCCC2)nc2ccccc2c1=O	-0.2%	-17.3%	8.4%
COC(=O)[C@H](CCSC)NC(=O)Nc1cccc(Br)c1	-2.6%	0.9%	3.8%
Cc1[nH]nc2c1C(c1cnn(C)c1)C(C#N)=C(N)O2 (stereo not drawn)	-0.2%	1.8%	-0.5%
COc1ccc(C(=O)O)cc1S(=O)(=O)N1CCN(Cc2ccc3c(c2)OCO3)CC1	-5.8%	11.4%	/
Cc1cc(C)c2cc(C)c3nnc(SCC(=O)NCc4ccc5c(c4)OCO5)n3c2c1	-4.6%	11.7%	4.2%
O=C(Nc1ccc(Cl)c(Cl)c1)c1cccnc1	-12.2%	4.2%	-4.1%
CC1CCCN(c2c([N+](=O)[O-])cc(C(=O)O)cc2[N+](=O)[O-])C1 (stereo not drawn)	-3.5%	0.8%	26.1%
Cc1cc(C)cc(NC(=O)C2CCN(c3nc4ccccc4nc3C(F)(F)F)CC2)c1	-17.0%	19.4%	/
O=C(Nc1nccs1)C1(c2ccc(Cl)cc2)CC1	0.4%	1.7%	11.0%
CCOC(=O)Cn1nnc(-c2ccc([N+](=O)[O-])cc2)n1	4.5%	0.0%	6.8%
CC1=C(C(=O)Nc2ccccc2C)C(c2ccc(C)o2)C2=C(CCCC2=O)N1 (stereo not drawn)	-5.9%	9.1%	1.7%
COc1ccc(-c2ccc(NS(=O)(=O)c3cccc([N+](=O)[O-])c3)cc2)nn1	?	16.7%	-4.4%
CCOC(=O)c1c(C)n(CCNC(C)=O)c2ccc(OC)cc12	-1.4%	-2.4%	17.5%
CCc1ccccc1NC(=O)c1onc(C)c1Cl	-3.2%	-14.6%	10.9%
COCCCN=C(c1ccco1)n1c(=S)nc(-c2ccco2)n(CCCOC)c1=S	?	-5.1%	2.6%
COc1ccc(C(NC(C)=O)c2nccc3cc(OC)c(OC)cc23)cc1OC (stereo not drawn)	-11.0%	6.9%	1.6%
CCOCCCn1c(C)nc2c[n+](CC(=O)c3ccc4ccccc4c3)cc(Br)c21	-1.6%	-17.8%	-8.3%
N#Cc1cc(-c2ccc(Cl)cc2)cnc1Sc1ccccc1	-7.1%	-18.2%	16.8%
O=C(CSc1nc2ccccc2nc1Cc1ccccc1)NCc1ccccc1Cl	-2.2%	12.2%	/
CC(=O)Nc1ccc(-c2csc(NC(=O)CCCc3cccs3)n2)cc1	-2.9%	-16.8%	-2.4%
COc1ccc(N2CCN(CCC(N)=O)CC2)cc1	-3.8%	-10.1%	4.8%
CCCCn1c(N)c(N(CCOC)C(=O)c2ccc(-c3cccc(C(F)(F)F)c3)o2)c(=O)[nH]c1=O	-6.2%	1.2%	-14.0%
Cc1ccc(CCNC(=O)c2nnc(CS(=O)(=O)c3ccccc3)o2)cc1	-7.0%	0.2%	-2.4%

(continued)
SMILES	KAT2A inh	FEN1 inh	N370S GC
CC(C)n1nc(C(=O)NNC(=O)c2ccc(OC(F)F)cc2)c2ccccc2c1=O	-2.0%	11.8%	/
CCCCN(C)C(=O)CCC(=O)Nc1ccc2nc(N3CCOCC3)cc(C)c2c1	0.2%	-0.9%	-7.1%
COc1ccc(-c2cc(CCC(=O)N3CCN(c4cc(C)ccc4C)CC3)[nH]n2)cc1	-4.3%	?	/
CCN1CCN(C(=O)CN(C)S(=O)(=O)c2ccc(OC)cc2)CC1	-2.7%	-2.2%	4.2%
O=C(O)c1ccc(-n2cc(-c3cc4ccccc4oc3=O)[nH]c2=S)cc1	-15.2%	0.5%	2.8%
CC(C)(C)c1ccc(C(=O)Nc2ccc(S(N)(=O)=O)cc2)cc1	?	-13.6%	2.4%
O=[N+]([O-])c1cc(C(F)(F)F)cc([N+](=O)[O-])c1NCCNC(=S)Nc1cccc(F)c1	-9.6%	-30.1%	-11.9%
O=C1CNC(=S)N1CCOc1ccccc1	16.0%	-3.8%	-3.0%
Cc1cccc(N2CCN(C(=O)c3ccc4nc(N5CCC(C)CC5)sc4c3)CC2)c1C	-4.2%	-4.7%	/
CCN(CC)S(=O)(=O)c1ccc(Cc2ncc(C(F)(F)F)cc2Cl)s1	1.3%	-22.5%	24.8%
Cc1nn(Cc2ccccc2)c(C)c1C(=O)Nc1ccc(N2CCOCC2)cc1	-3.1%	5.0%	-2.1%
COc1ccc(C2CC(c3ccccc3)Oc3cc(OC)c(OC)c(OC)c32)cc1 (stereo not drawn)	/	-21.3%&-21.8%	2.6%&-1.0%
O=C(COc1ccc2ccc(=O)oc2c1)Nc1ccc2c(c1)OCCO2	-4.5%	-9.0%	-2.9%
Cc1ccc(C(=O)NCC(=O)OCc2cccc(Br)c2)cc1	-3.3%	-19.4%	-1.3%
O=C(c1ccc2c(Cl)c3c(nc2c1)CCCC3)N1CCN(c2cccc(C(F)(F)F)c2)CC1	2.3%	16.0%	/
CC(C)Cc1nc2oc3c(NCC4CCCO4)ncnc3c2c2c1CCC2 (stereo not drawn)	2.3%	1.0%	5.5%[2.35 µM]
O=C(NNS(=O)(=O)c1ccc(Cl)cc1)c1ccc(S(=O)(=O)N2CCCCC2)cc1	-0.2%	-1.9%	1.4%
O=C(CSc1nc2cccnc2n1Cc1ccccc1)NCc1ccco1	?	6.5%	-1.0%
COc1ccc(Cl)cc1S(=O)(=O)NC(C)C(=O)NCc1ccccn1 (stereo not drawn)	-2.9%	-7.3%	6.4%
Cc1ccc(CNC(=O)c2c[nH]c3ccc(S(=O)(=O)Nc4ccc(C(C)C)cc4)cc3c2=O)cc1	-3.9%	-4.9%	/
CC1CCC2(CC1)NC(=O)N(CC(=O)Nc1ccc3c(c1)OCCCO3)C2=O (stereo not drawn)	?	-12.9%	/
COC(=O)c1ccc(NC(=O)C(C)Oc2ccccc2)cc1 (stereo not drawn)	2.8%	1.2%	-12.9%
Cc1onc(C(=O)N2CCC(Cc3ccccc3)CC2)c1[N+](=O)[O-]	-12.5%	11.4%	-2.8%
COc1ccc(CCN(C)C(=O)CSc2nnc(C3CC3)n2N)cc1OC	-0.5%	3.2%	2.5%
Cc1ccc(Nc2ccc3cc(S(=O)(=O)N4CCC(C)CC4)ccc3n2)c(Cl)c1	?	-6.7%	/

Just KAT2A inh and FEN1 inh, for 2 of the compounds above:
SMILES	KAT2A inh	FEN1 inh
Cc1ccc(CNC(=O)c2c[nH]c3ccc(S(=O)(=O)Nc4ccc(C(C)C)cc4)cc3c2=O)cc1	-3.9%	-4.9%
CC1CCC2(CC1)NC(=O)N(CC(=O)Nc1ccc3c(c1)OCCCO3)C2=O (stereo not drawn)	?	-12.9%

(next part)
SMILES	KAT2A inh	FEN1 inh	N370S GC
CN(C)c1ccc(CNC(=O)C2CCC(CNc3c(N4CCCCC4)c(=O)c3=O)CC2)cc1 (stereo not drawn)	-2.9%	-1.1%	5.8%
O=C(C/C=N/OCc1c(Cl)cccc1Cl)c1ccc(Cl)cc1	3.1%	-2.9%	2.7%
Oc1ccc(-c2onc(C(F)(F)F)c2-c2cscn2)c(O)c1	-4.3%	-2.0%	-5.6%
O=C(CCc1nc2ccccc2c(=O)[nH]1)Nc1cc(C(F)(F)F)ccc1N1CCCC1	-2.2%	1.9%	/
COCC(C)n1c(SCC(=O)Nc2ccc3c(c2)OCCO3)nc2ccccc2c1=O (stereo not drawn)	-5.4%	-14.4%	/
N#CCN1CCC/C1=C\[N+](=O)[O-]	-2.2%	2.5%	-12.0%
C=CC1=C2C=C(C3CC3)N(C3CC3)C=C2C(=O)C(C)(OC(=O)c2ccco2)C1=O (stereo not drawn)	/	3.7%	6.2%[12.8 µM]
CCCn1c2ccccc2c2cnn(CC(=O)NCc3ccc(OC)cc3)c(=O)c21	-3.0%	-4.6%	/
Cc1ccc(NC(=O)Cn2c(=O)n(Cc3ccco3)c(=O)c3ccccc32)c(C)c1	-7.0%&-1.6%	-6.5%&1.6%	25.1%
CC1CCN(C2=C(NS(=O)(=O)c3ccccc3)C(=O)c3ccccc3C2=O)CC1	-7.6%	?	28.5%
COc1cc(OC)cc(C(=O)N[C@H](C(=O)NCc2ccccc2)C(C)C)c1	-3.9%	20.4%	-3.2%
Cc1cc(NC(=O)COC(=O)C2CCN(S(=O)(=O)c3ccc(Cl)cc3)CC2)no1	-1.2%	7.9%	-4.1%
COCCOC1CCN(Cc2cn(Cc3ccccc3)nc2-c2cc3ccccc3o2)CC1	-10.6%	-8.9%	-6.2%
CCCNC(=O)Cn1c(=O)/c(=C\c2ccc(-c3cccc([N+](=O)[O-])c3)o2)s/c1=C\C(=O)C(C)(C)C	-3.1%	1.9%	-8.6%
CCC(=O)NNC(=O)CCC(=O)Nc1ccc(C)cc1C	-7.4%	-3.5%	-9.0%
O=C(c1ccccc1)c1nc2ccccc2n(CCCn2c(=O)c(C(=O)c3ccccc3)nc3ccccc32)c1=O	-6.0%	-1.3%	9.8%
Cc1oc2ccc(O)c(CN3CCCC3)c2c1C(=O)Nc1ccc(C(C)C)cc1	2.7%	11.1%	/
Cc1ccc(C(=O)O)cc1-c1ccc(/C=C2\SC(=O)N(CC(=O)Nc3ccccc3)C2=O)o1	-17.0%	50.1µM*	-29.0%
O=C(CCc1nc2ccccc2c(=O)[nH]1)NNC(=O)c1ccc(F)cc1	-7.9%	-1.6%	/
CN=C(Nc1cccnc1)c1ccccc1	-0.9%	14.4%	3.1%
COc1ccc(N2CCN(C(=O)c3ccc4c(c3)OCO4)CC2)cc1	-5.5%	19.6%	-6.3%
C=CCNC(=O)c1c(CS(=O)(=O)c2ccccc2)noc1C(=O)NCc1ccccc1	0.4%	2.1%	-3.0%
O=C(CN1CCC(C(O)(c2ccccc2)c2ccccc2)CC1)Nc1ccccc1	-16.2%	-22.4%	-28.0%
CC(C)Cn1c(SCC(=O)Nc2ccc(Cl)cc2F)nc(O)cc1=O	-6.5%	-6.7%	/
CCCCNC(=O)C1C2C=CC3(CN(Cc4ccc(C)cc4)C(=O)C13)O2 (stereo not drawn)	18.6%	0.2%	-14.7%

Some values from above.
COCCOC1CCN(Cc2cn(Cc3ccccc3)nc2-c2cc3ccccc3o2)CC1 in FEN1 inh is entered as -8.9%
Cc1oc2ccc(O)c(CN3CCCC3)c2c1C(=O)Nc1ccc(C(C)C)cc1 in FEN1 inh is entered as 11.1%

Of the compounds above, 7 contain a CF3 group.
SMILES	KAT2A inh	FEN1 inh	N370S GC
Cc1cc(C)cc(NC(=O)C2CCN(c3nc4ccccc4nc3C(F)(F)F)CC2)c1	-17.0%	19.4%	/
CCCCn1c(N)c(N(CCOC)C(=O)c2ccc(-c3cccc(C(F)(F)F)c3)o2)c(=O)[nH]c1=O	-6.2%	1.2%	-14.0%
O=[N+]([O-])c1cc(C(F)(F)F)cc([N+](=O)[O-])c1NCCNC(=S)Nc1cccc(F)c1	-9.6%	-30.1%	-11.9%
CCN(CC)S(=O)(=O)c1ccc(Cc2ncc(C(F)(F)F)cc2Cl)s1	1.3%	-22.5%	24.8%
O=C(c1ccc2c(Cl)c3c(nc2c1)CCCC3)N1CCN(c2cccc(C(F)(F)F)c2)CC1	2.3%	16.0%	/
Oc1ccc(-c2onc(C(F)(F)F)c2-c2cscn2)c(O)c1	-4.3%	-2.0%	-5.6%
O=C(CCc1nc2ccccc2c(=O)[nH]1)Nc1cc(C(F)(F)F)ccc1N1CCCC1	-2.2%	1.9%	/

The results go on.
SMILES	KAT2A inh	FEN1 inh	N370S GC
Cc1ccc(-n2c(-c3ccccc3)c[n+]3c2CCC3)cc1	-6.4%	-13.5%	7.3%
Cc1cc(C)n(C(=O)c2cccc(S(=O)(=O)N3CCOCC3)c2)n1	-8.3%	-11.4%	31.5%
CNC(=O)/C(C#N)=C/c1ccc(-c2ccc(OC)cc2[N+](=O)[O-])o1	-2.3%	-2.0%	-0.4%
CCCSC1=C(C#N)C(c2ccccc2OCC)CC(=O)N1 (stereo not drawn)	?	1.6%	-13.5%
S=C(NC1CCCCC1)N1CCOCCOCCN(C(=S)NC2CCCCC2)CCOCC1	-21.4%	-0.1%	?
O=c1cc(-c2ccccc2)[nH]c2nc3ccccc3n12	-10.2%	4.5%	14.0%
Cc1ccn2cc(CSc3ccccc3)nc2c1	4.7%	-4.1%	0.5%
O=C(O)/C(=C\c1ccc(Cl)cc1)c1ccc(S(=O)(=O)N2CCCC2)s1	-12.9%	2.9%	/
COc1cccc(Cn2c(=O)c(-c3cc(F)cc(F)c3)nc3cnc(OC)nc32)c1	-18.4%	/	6.2%
CC(C)(C)c1ccc(C(=O)NNC(=O)CNC(=O)c2cccs2)cc1	1.8%	-3.4%	/
COc1cc(/C=N/NC(=O)CCc2ccccc2)ccc1O	-0.7%	-3.4%	?
CC(=O)Nc1ccc(OS(=O)(=O)c2ccc(C(C)(C)C)cc2)cc1	0.4%	/	-8.2%
COc1ccccc1NC(=O)Cn1c(=O)n(Cc2nc(C)no2)c(=O)c2cc3c(cc21)OCO3	-1.8%	-5.9%	/
CC(C)[C@H](N)C(=O)NC[C@H]1O[C@@H](n2cnc3c(N)ncnc32)[C@H](O)[C@@H]1O	-0.6%	-2.2%	/
CCC(C)(O)C(=O)N[C@H]1CCCN1C(=O)/C=C/c1ccccc1 (stereo partly drawn)	-5.5%	0.3%	/
CCN(CC)c1nc2ccccc2n2cnnc12	-0.8%	-11.6%	-13.1%
